miR122 inh – blocks miR-122 activity in Huh7 sensor cells; Huh7 miR-122 Renilla luciferase sensor, 48 h; neutral wells = 0, positive control = 100; activation (reporter increase), % at 12.5 µM; actives 0.3% (n = 340,000); AID 602342;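 active means mean replicate activation score at least 90 and every replicate individually at or above 90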;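 further: higher luciferase means less miR-122 activity so hits act as miR-122 inhibitors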
F508del corr – CFTR F508del correction in bronchial cells; actives 0.36% (n = 350,000); CFBE cells, YFP halide quenching; stimulated with forskolin plus potentiator P3; % fluorescence drop versus neutral controls; activity (quench increase), % at 7.58 µM;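 active means mean added fluorescence quench of at least 8% versus neutral control, with both replicates also reaching 8%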;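 further: cells transiently co-express mutant CFTR-F508del with the halide-sensitive YFP; corrector assay measuring rescue of mutant channel to the surface after 24 h compound exposure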
PglD DTNB – PglD (C. jejuni) enzyme inhibition | purified PglD enzyme, DTNB colorimetric CoA detection | inhibition, % at 12.5 µM | actives 0.098% (n = 360,000); in the data active means inhibition above about 16%, passing the limit was not always enough; further: strong numbers were not always called active
GSIS activator – primary screen for activators of insulin secretion dependent on glucose, INS-1E cells, GLuc reporter luminescence; actives 0.61% (n = 370,000); activation, % at 16.6 µM; INS-1E GLuc reporter insulin secretion, 2-3 h;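 active means lowest replicate activation of at least 40%, so every replicate reaches that level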;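 further: 0% = median of neutral control wells and 100% = median of IBMX positive control wells; some compounds called inactive have numbers as strong as hits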
FN deposit inh – fibronectin deposition inhibition | AH1F fibroblasts, Alexa488-fibronectin deposition fluorescence, overnight | inhibition, % at 12.6 µM | actives 0.086% (n = 350,000) | AID 743247;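 active means mean inhibition across replicates of 30% or more, regardless of how many single replicates reach that level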;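 further: positive control wells lacked labelled fibronectin entirely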
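Material: AH1F fibroblast monolayer depositing Alexa488-labelled fibronectin into matrix / Amount: 10000 AH1F cells per well / Signal: fluorescence 485/525 nm / Medium: DMEM, 2% serum / Compound: single dose, pinned / Incubation: 1 h cell adhesion before compound, then overnight fibronectin incubation / Reagent: Alexa488-FN, 24 nM final / Read-out: inhibition of fibronectin deposition signal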
C2C12 statin – suppression of simvastatin myotoxicity; rescue of ATP level, % at 7.49 µM; C2C12 myotubes + simvastatin, ATP luminescence, 48 h; scaled: DMSO 0, geranylgeraniol control 100; AID 602340; actives 0.78% (n = 330,000);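 active means mean ATP rescue above about 67%, or every replicate alone reaching that limit, limit read from the data, passing the limit was not always enough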;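 further: myotubes were challenged with 10 µM simvastatin during compound exposure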
PGC1a acetyl inh – PGC1a acetylation modulation, inhibitor mode | inhibition, % at 15.6 µM | U2OS PGC1a acetylation, AlphaScreen anti-acetyl-lysine; with virally co-expressed GCN5 acetyltransferase | AID 651687 | actives 0.17% (n = 350,000);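 active means every replicate shows inhibition of at least 40%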;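 further: 0% = neutral control wells and 100% = positive control wells; some results beyond the cut were filed as inactive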
Cneo AK release – causes C. neoformans cell lysis. adenylate kinase release luminescence, 4 h; normalised: neutral wells 0, clomiphene wells 100. lysis activity, % at 15 µM. actives 0.2% (n = 360,000). AID 651654;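 active means mean lysis activity across replicates of at least 80%, whatever share of replicates individually reach that level; inactive means mean lysis activity below 80%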
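Schedule: static 4 h at 37 °C with compound, 1 h detection; system: C. neoformans cells; benchmarks: Clomiphene as positive control; buffer or medium: fresh YPD medium; measure: luminescence rise reflecting yeast cell lysis; measured by: luminescent adenylate kinase detection reagent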
An asterisk follows results filed as active; . = not tested or not shown; & = joins results of further samples; [ ] = remark or other dose. The order is random, and some 2.1% of all compounds hit somewhere here.

SMILES	miR122 inh	F508del corr	PglD DTNB	GSIS activator	FN deposit inh	C2C12 statin	PGC1a acetyl inh	Cneo AK release
OC(CN=c1sc2ccccc2n1CC(O)COc1ccccc1)COc1ccccc1 (stereo not given)	8	.	0	3	7	.	-7	4
O=C(/C=C/c1ccco1)OCc1nnc(-c2ccccc2)o1	.	-3.0	.	-3	-13	.	7	.
CNS(=O)(=O)c1cccc(C(=O)OCC(=O)NC2CCCC2)c1	-5	-1.9	-8	19	5	-1	0	-1
CN(C)CCCNC(=O)[C@H]1[C@H](CO)[C@H]2Cn3c(ccc(-c4ccc(F)cc4)c3=O)[C@@H]1N2C	0[16.7 µM]	-2.6	0	12	.	0	1	0
NC(=O)C1CCN(C2CC(=O)NC2=O)CC1 (stereo not given)	-3	-0.4	-1	.	-2	-2	-17	1
CCOC(=O)c1csc(NC(=O)c2cccs2)n1	5	-0.3	-1	-4	8	0	8	-3
Cc1c(C(=O)N2CCCCC2)c(S(=O)(=O)NCc2ccc(Cl)cc2)c(C)n1C	19	-2.5	1	2	7	7	-3	3
O=C(COC(=O)/C=C/c1ccc(Br)o1)NCCCN1CCCC1=O	.	-0.4	.	-7	1	.	-2	.
O=C(Oc1ccc(Br)cc1C(=S)N1CCOCC1)c1cccc([N+](=O)[O-])c1	21	-0.1	-2	-2	-16	-6	3	-1
CCOc1ccc(CN2CCN(CCCc3ccccc3)C(CCO)C2)cc1 (stereo not given)	.	1.7	1	-29	-4	11	.	3
O=C(Cc1ccc([N+](=O)[O-])cc1)Nc1ccc(Br)cn1	4	0.4	-3	1	-8	-2	3	-1
O=C(CNS(=O)(=O)c1ccccc1)NCC(=O)OCc1ccc(Br)cc1	.	-0.2	.	-8	3	.	2	.
COc1ccc2nc(SCC(=O)Nc3cc(C)on3)[nH]c2c1	0	.	5	.	.	-9	13	2
Cc1noc(/C=C/N(C)C)c1S(=O)(=O)NC1CCCCC1	-7	.	7	.	.	-20	-14	-2
CN(C)c1nc(-c2ccccc2)nnc1C(F)(F)F	1	.	13	.	.	.	10	-2
O=C(CC1CC1)N[C@H]1CC[C@@H](CCNS(=O)(=O)c2ccc(F)cc2)O[C@H]1CO	.	-2.5	0	5	4	2	-7	8
COc1ccc(C(=O)OCc2cc(=O)n3ccsc3n2)cc1F	-6	-2.3	-3	.	-7	-12	1	-2
CCOC(CNC(=O)c1ccc2c(c1)ncn2-c1ccccc1OC)OCC	-3	-1.2	5	-3	-1	-11	-36	3
Cc1c(C(=O)OC(C)C)nnn1-c1nonc1N	-1	.	-5	.	-1	10	-3	6
Cc1cccc(C)c1NC(=O)C(Cl)=C(Cl)Cl	8	3.4	.	4	-2	11	-23	.
COc1ccc2[nH]c3nc(SCC(=O)NC4CC4)nnc3c2c1	-2	-2.8	1	5	-14	.	-22	-1
C[C@H](CCC(=O)O)[C@H]1CC[C@H]2[C@@H]3CC[C@@H]4C[C@H](O)CC[C@]4(C)[C@H]3C[C@H](O)[C@]12C	-4&1&0	-13&-15&-1.2&-0.5	-1&-3&5	.	-4&0&-12	9&-2&-5	9&-11&14	1&0&-1
COc1ccc(CCNC(=O)CCN2C(=O)COc3ccccc32)cc1OC	.	-1.1	3	27	.	-9	5	-1
O=[N+]([O-])c1ccc(N2CCN(c3ccccc3)CC2)cc1	-3	2.3	-7	.	1	1	9	-5
Cc1cccc(-c2ccc([C@@H]3[C@@H](CO)N4CCCCN(C(=O)NC(C)C)C[C@@H]34)cc2)c1	2[16.7 µM]	-1.2	11	-24	.	-2	2	2

An excerpt from above, limited to C2C12 statin:
SMILES	C2C12 statin
C[C@H](CCC(=O)O)[C@H]1CC[C@H]2[C@@H]3CC[C@@H]4C[C@H](O)CC[C@]4(C)[C@H]3C[C@H](O)[C@]12C	9&-2&-5
COc1ccc(CCNC(=O)CCN2C(=O)COc3ccccc32)cc1OC	-9
O=[N+]([O-])c1ccc(N2CCN(c3ccccc3)CC2)cc1	1
Cc1cccc(-c2ccc([C@@H]3[C@@H](CO)N4CCCCN(C(=O)NC(C)C)C[C@@H]34)cc2)c1	-2

Following part
SMILES	miR122 inh	F508del corr	PglD DTNB	GSIS activator	FN deposit inh	C2C12 statin	PGC1a acetyl inh	Cneo AK release
CO[C@H]1CN(C)C(=O)c2cc(NC(=O)c3ccccc3)ccc2OC[C@@H](C)N(CC2CC2)C[C@H]1C	-1[16.7 µM]	0.1	7	5	8	10	1	-3
CCCCc1nnc(SCC(=O)NC2CCCCC2)n1C	-7	0.6	-6	-1	4	-6	.	-1
O=C(c1ccc(N2CCOCC2)c([N+](=O)[O-])c1)N1CCCC(C(F)(F)F)C1 (stereo not given)	.	1.4	0	14	-5	0	-37	-1
CC(=O)Nc1sc2c(c1C(c1ccccc1)N1CCOCC1)CCCC2 (stereo not given)	6	.	14	-5	.	.	-2	0
COC(=O)CNC(=O)c1ccc(C)s1	1	.	-3	.	.	0	-9	-1
CC(=O)c1c(C)[nH]c(C(=O)OCC(=O)N2CC(C)OC(C)C2)c1C (stereo not given)	.	-3.6	.	4	-2	-1	.	.
CN(CC(=O)Nc1ccccc1C(F)(F)F)C(=O)c1cc(Cl)nc2ccccc12	2	4.1	.	4	10	14	5	.
O=C(c1ccc(N2CCCC2=O)cc1)N1CCN(c2ccccc2Cl)CC1	22	3.1	7	0	-3	-9	1	-2
CN(C)c1cc(-c2ccc([N+](=O)[O-])cc2)oc(=O)c1Cl	.	-2.7	.	0	2	.	2	.
CCO[C@@H]1OC(C(=O)O)=C[C@H](c2coc3ccccc3c2=O)[C@H]1CCCO	-1	-2.4	9	-2	-9	6	-7	0
O=C(c1cccc(N2CCCC2=O)c1)N1CCOCC1	-8	.	1	15	-6	6	-6	0
C=CC(=O)Nc1ccc(N(C)c2ccnc(Nc3ccc(N4CCN(C)CC4)cc3)n2)cc1	.	2.5	4	-5	14	-23	.	4
O=C(Nc1ccc2c(c1)OCCO2)C1CCCN1S(=O)(=O)c1ccc(Cl)cc1 (stereo not given)	5	.	-2	.	6	24	-27	-2
Cc1ccc(C(C(=O)NC2CCCCC2)N(C(=O)c2csnn2)C2CCCC2)o1 (stereo not given)	-15	.	-1	6	-15	0	-1	3
CCN(CC)C(=O)c1ncn2c1C(=O)N(C)CC2	0	0.6	2	7	-7	1	4	2
O=C(CSc1nc2ccccc2c(=O)n1CC1CCCCC1)N1CCOCC1	2	.	-7	-6	.	8	-16	5
Cc1nn(C(C)C(=O)NCCc2ccccc2)c(=O)c2cc3occc3n12 (stereo not given)	.	1.1	-2	17	8	6	3	1
Cc1cc(C(=O)NNC(=S)NC2CCCCC2)cs1	31	0.1	-5	-7	.	3	.	3
CCNC(=O)N(C)C[C@H]1N[C@@](CC)(C(=O)OC)[C@H]2C(=O)N(Cc3ccccc3)C(=O)[C@@H]12	-4	-0.8	-2	13	0	3	7	1
CCCc1nc2ccccc2[nH]1	-11	.	2	.	-19	-1	6	0
CC(C(=O)O)n1nc2ccccc2n1 (stereo not given)	-6	.	-2	.	.	4	-4	1
CC(C)(C)N(Cc1ccccc1)C(=O)COC(=O)Cn1[nH]c(=O)c2ccccc2c1=O	9	-3.9	5	.	0	-4	-12	1
CCOc1ccc(CNC(=S)Nc2ccccc2)cc1Cl	.	-1.1	-2	-31	2	12	.	-3
O=C(O)C[C@@H]1C[C@@H]2c3cc(NC(=O)Cc4ccncc4)ccc3O[C@@H]2[C@H](CO)O1	.	1.2	.	9	-25	.	-4	.
O=C(CSc1nnc(Cc2cc(=O)[nH]c(=O)[nH]2)n1-c1ccc(F)cc1)N1CCCCC1	11	2.3	0	17	6	-1	-5	0

More structures:
SMILES	miR122 inh	F508del corr	PglD DTNB	GSIS activator	FN deposit inh	C2C12 statin	PGC1a acetyl inh	Cneo AK release
COc1ccccc1OCCNC(=O)c1cccc(S(=O)(=O)N2CCN(Cc3ccccc3)CC2)c1	2	-2.6	1	-36	-9	-22	-3	-3
COCCCNC(=O)C1CC(=O)N(Cc2ccc(OC)cc2)C1 (stereo not given)	-1	.	-4	.	-1	10	0	1
C[C@@H]1CN([C@@H](C)CO)S(=O)(=O)c2ccc(Br)cc2O[C@H]1CN(C)Cc1ccncc1	-4	0.3&4.2	-1&0	-8&-2	0&1	-8&-25	8&-10	-1&-2
CS(=O)(=O)N1CCCCN2[C@H](C1)[C@H](c1ccc(Br)cc1)[C@@H]2CO	12[16.7 µM]	0.4	7	-16	.	-1	1	0
COCOc1ccc(C=O)c(OCOC)c1	3	-3.7	-3	5	.	-4	1	-1
CN(C)C(=O)C[C@@H]1C[C@H]2c3cc(NC(=O)C4CCC4)ccc3O[C@H]2[C@@H](CO)O1	6[16.7 µM]	-0.6	3	4	-9	9	31	-3
COc1ccc(NC(=O)COC(=O)c2ccc(-n3nc(C)cc3C)cc2)cc1OC	.	-0.7	0	2	0	-2	-2	-4
COc1ccc([N+](=O)[O-])cc1NC(=O)c1ccc(N(Cc2ccccc2Cl)S(C)(=O)=O)cc1	-3	.	-9	-2	21	-19	-2	-2
Cc1ccc(-c2nc3ccc(C(=O)O)cc3nc2-c2ccc(C)cc2)cc1	2	.	-8	.	.	39	1	2
COc1ccc(NC(=S)/N=C(\N)Nc2nc(C)c3ccc(C)cc3n2)cc1	10	-3.1	-5	-2	-1	-38	-3	1
CC1CCC2(CC1)NC(=O)c1ccccc1O2 (stereo not given)	-1	.	-8	.	.	-7	8	2
Cc1cccc(C)c1NC(=O)C1(NC(=O)C2CCCN2C(=O)OC(C)(C)C)CCCCC1 (stereo not given)	1	.	4	.	-2	2	16	0
CC(=O)c1ccc(N(CC(=O)NCC2CCCO2)C(=O)CCC(=O)Nc2cc(C)on2)cc1 (stereo not given)	-6	-2.2	7	-11	0	-108	-4	5
C/C(=N\S(=O)(=O)c1ccc(C)cc1)N1CCN(S(=O)(=O)c2ccccc2)C1	59	.	1	.	13	-1	-1	-2
S=C(NNc1ccnc2cc(Cl)ccc12)Nc1ccc(Cl)cc1Cl	2	3.6	.	14	-3	-3	-12	.
CCOc1ccc(N(CC(=O)Nc2ccc(C)c(C)c2)S(=O)(=O)c2c(C)[nH]c(=O)[nH]c2=O)cc1	9	-1.0	-1	-8	-3	8	8	2
CCN(CC)S(=O)(=O)c1ccc(C)c(NC(=O)CSc2nc3ccc(C)cc3[nH]2)c1	16	.	-2	-12	-5	-8	3	-3
CCCCOC(=O)/C=C\C(=O)NC(N)=O	14	-8.5	4	-22	2	14	-51	-2
Cc1nc2ccc(Oc3ccccc3)cc2s1	1	-6.0	-1	32	-19	12	2	1
C=CCN1C(=O)c2ccc(C(=O)N(C)CC(=O)Nc3ccccc3Br)cc2C1=O	-4	-2.4	2	4	0	10	2	-2
Cc1nc(N)[nH]c(=O)c1CC(=O)OCCCl	9	1.6	-2	18	10	.	7	0
COc1cc(C2C(C#N)=C(N)Oc3cc(C)oc(=O)c32)ccc1OC(=O)N1CCOCC1 (stereo not given)	-21	.	-4	.	3	-3	-11	0
C[C@@H]1CCCCO[C@H](CN(C)S(=O)(=O)c2ccccc2)[C@@H](C)CN([C@@H](C)CO)C(=O)c2cc(NC(=O)CCC(F)(F)F)ccc2O1	8[16.7 µM]	-2.2	1	-5	.	.	-5	-1
O=C(NC1CCCCCC1)c1ccc([N+](=O)[O-])s1	.	-5.6	.	-7	2	51	.	.
O=C(O)CCN1C(=O)c2ccc(NC(=O)CSc3ccc(Cl)cc3)cc2C1=O	3	-2.3	0	0	-8	3	3	0
